Compound activity as filed in PubChem BioAssay.
TGFb inhibitor = TGF-b pathway inhibition | HepG2 CAGA-GFP TGF-b/SMAD3 reporter, GFP fluorescence, 18 h; TGF-beta stimulated, 500 pg/mL final | Potency, µM (series often up to 46.1 µM), without a hit: top-dose activity, negative = inhibition, actives largely listed as inhibitors | 410,000 compounds, 1.2% hits; note: potency is the fitted concentration of half-maximal effect; % is set by controls: 0 for no effect and ±100 for the full control effect; nearly all actives have a fitted effect of over 65% in size
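HEPG2 CAGA-GFP cells (1000/well, DMEM with 1% FBS) were pre-incubated 2 h at 37 degrees C, given compound by pin tool, then stimulated with TGF-beta at 500 pg/mL final for 18 h before per-cell GFP fluorescence imaging.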
HepG2 tox = kills HepG2 cells in TGF-b inhibitor counter-screen; Potency, µM (doses to about 46.1 µM), for inactives: at the top dose activity change, negative = cytotoxicity, hits mostly cytotoxic; HepG2 CAGA-GFP viability, ATP luminescence, 18 h; 410,000 compounds, 0.76% hits; note: potency is the fitted concentration of half-maximal effect; some results filed as inactive show a strong effect at the top dose
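CellTiter-Glo luminescence gave cytotoxicity after 18 hours at 37 degrees C. The cells were HepG2 CAGA-GFP in 1% FBS DMEM, stimulated with 500 pg/mL TGF-beta after compound addition. %Activity was normalised to no-cell wells (complete cell-killing) and DMSO (no toxicity), and curves were fitted and classified.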
Abeta yeast res = restores growth of yeast expressing A-beta42 peptide | yeast expressing A-beta42, growth rescue, OD600, 48 h; response scale: 0% DMSO, 100% iron-clioquinol control | Potency, µM (top dose mostly 46.1 µM), for inactives: at the top dose growth rescue, most hits filed as activators | 410,000 compounds, 0.063% hits; note: potency is the fitted concentration of half-maximal effect; nearly all actives have a fitted effect of over 55% in size
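Growth rescue measured by 600 nm absorbance after 48 h yeast culture at 30 C with compound. Values normalized between DMSO and an equimolar ferric chloride plus clioquinol control.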
A549 tox = kills or reduces viability of A549 cells in Nrf2 counter-screen; AID 504648; 390,000 compounds, 0.16% hits; A549 ARE-Fluc cells, CellTiter-Fluor viability, 18-24 h; Potency, µM (highest dose often 46 µM), for inactives: at the top dose activity change, negative = cytotoxicity, usual class: inhibitors; note: potency is the fitted concentration of half-maximal effect; % is set by controls: 0 for no effect and ±100 for the full control effect
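A549 ARE-Fluc cells in 5% FBS OPTI-MEM, 5000 cells/well, rested 2 h then exposed to compounds in concentration-response for 18-24 h at 37 °C. Viability by CellTiter-Fluor fluorescence (Ex 405/Em 525) after 30 min; luciferase luminescence (BugLite, 15 min, RT) read afterwards.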
Nrf2 block = blocks Nrf2 signaling; Potency, µM (highest dose often 46 µM), without a hit: top-dose activity change, negative = inhibition, most hits filed as inhibitors; AID 504444; 360,000 compounds, 2.1% hits; A549 ARE-Fluc reporter, luciferase luminescence, 18-24 h; note: potency is the fitted concentration of half-maximal effect; % is set by controls: 0 for no effect and ±100 for the full control effect; nearly all actives have a fitted effect of over 60% in size
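Quantitative HTS in A549 cells stably bearing an antioxidant response element-firefly luciferase construct. Inhibition of Nrf2-driven transcription was scored by luminescence after 18-24 h of compound exposure at 37 °C.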
Mm-Cpn inhibitor = M. maripaludis TRiC chaperonin inhibition. Potency, µM (highest dose often 76.9 µM), without a hit: top-dose activity, negative = inhibition, actives largely listed as inhibitors. 330,000 compounds, 0.031% hits. purified Mm-Cpn ATPase, ADP Transcreener TR-FRET; note: potency is the fitted concentration of half-maximal effect; % is set by controls: 0 for no effect and ±100 for the full control effect; nearly all actives have a fitted effect of over 80% in size
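ATP (10 uM final) was added to archaeal chaperonin (25 nM final) after 10 min exposure to test compound at 37°C; after 30 min further incubation, ADP was detected by competitive TR-FRET.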
Nrf2 ARE act = Nrf2 pathway activation; AREc32 ARE-luciferase reporter (MCF7-derived line), luminescence, 24 h; Potency, µM (top dose mostly 46.1 µM), inactives show at the top dose activation, most hits filed as activators; 410,000 compounds, 0.31% hits; note: potency is the fitted concentration of half-maximal effect; % of control where 0% means no effect; nearly all actives have a fitted effect of over 65% in size
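Nrf2 activation is followed as ARE-luciferase induction in the AREc32 line after one day of compound treatment; luminescence is read with Steady-Glo.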
CCT chaperon mod = modulators of cytosolic chaperonin (CCT/TRiC) activity. purified chaperonin ATPase assay, HTRF ADP detection, 30 min. activity change, % (test concentration not listed), hits read low. 360,000 compounds, 0.3% hits; in the data active = activity change below about -30%; note: % is set by controls: 0 for no effect and ±100 for the full control effect
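We incubate TRiC, 40 or 20 nM final, with library compounds at 76 uM and 10 uM ATP for 30 min at 37 °C. ADP formed is detected with Transcreener HTRF reagents after 30 min at room temperature.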
Akt phos inh = Akt phosphorylation inhibition; Neuro2A IGF-stimulated pAkt S473 HTRF, 20 min; hits give low values; activity change, % for hits at 50 µM; 360,000 compounds, 0.32% hits; in the data active = activity change below about -80%; inconclusive = mostly about -51% to -80%; note: % is set by controls: 0 for no effect and ±100 for the full control effect
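Single-point screen (50 µM final compound) in Neuro2A cells stimulated 20 min with 6 nM IGF at 37 deg C. After lysis, Ser473-phosphorylated Akt read by HTRF (ex 330 nm, em 615/665 nm) as the 665/615 ratio.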
Starred values were filed as active, the others as inactive; i = inactive; ? = inconclusive; . = no result given; [ ] = dose if it differs, or a comment. Unless noted, calls come from the whole dose curve; as a rule, active = well fitted curve in the direction sought with a large enough effect; inconclusive = small, poorly fitted or top-dose-only effect, or another doubt; inactive = no such curve, though single readings can be large; an effect the other way counts as inactive or inconclusive.

Codes: A = TGFb inhibitor; B = HepG2 tox; C = Abeta yeast res; D = A549 tox; E = Nrf2 block; F = Mm-Cpn inhibitor; G = Nrf2 ARE act; H = CCT chaperon mod; I = Akt phos inh
Molecule: COCCN(C(=O)COC(=O)CCc1ccccc1OC)c1c(N)n(Cc2ccccc2)c(=O)[nH]c1=O
  A = -5%	B = -3%	C = 6%	D = -4%	E = 12%	F = -1%	G = -0.7%	H = -0.6	I = i

Molecule: CC(C)C[C@@H](CN)NC(=O)c1nc[nH]c1C(=O)N[C@@H](C)C(=O)CNC[C@H](CC(C)C)NC(=O)c1nc[nH]c1C(=O)N[C@@H](Cc1ccccc1)C(=O)O
  A = -5%	B = 16%	C = -2%	D = -1%	E = 15%	F = .	G = -0.9%	H = -0.8	I = i

Molecule: CC(NC(=O)C1CCN(C(=O)[C@@H]2Cc3ccccc3CN2)CC1)c1ccccc1 (stereo partly drawn)
  A = 8%	B = 0%	C = 9%	D = 0%	E = 0%	F = 1%	G = -0.1%	H = 1.7	I = i

Molecule: Cn1c(CCC(=O)Nc2ccc(F)cc2)nc2cc(S(=O)(=O)N3CCOCC3)ccc21
  A = 14%	B = 4%	C = 2%	D = 0%	E = -9%	F = 4%	G = -0.6%	H = 0.1	I = i

Molecule: Cc1ccc(Nc2ncccc2C(N)=O)cc1
  A = -2%	B = -20%	C = 4%	D = 1%	E = ?	F = 1%	G = 6.7%	H = -2.3	I = i

Molecule: COc1ccc(-n2ncc(C(=O)NC3CC3)c2C2CCN(C(=O)OC(C)(C)C)CC2)cc1
  A = 0%	B = -13%	C = 15%	D = -2%	E = 12%	F = -2%	G = -0.7%	H = 1.1	I = i

Molecule: CCOc1ncccc1C(=O)OCC(=O)Nc1ccc(C)c(S(=O)(=O)N2CCOCC2)c1
  A = 2%	B = -2%	C = -8%	D = 1%	E = -1%	F = 1%	G = 2.6%	H = 1.7	I = i

Molecule: O=C(N/N=C/c1ccc(Cl)cc1Cl)c1ccc2nc[nH]c2c1
  A = -26%	B = -25%	C = -28%	D = 3%	E = -1%	F = -3%	G = 4.1%	H = -4.2	I = .

Molecule: O=C(Cc1ccc(Cl)cc1)Nc1ccc2oc(-c3ccccc3)nc2c1
  A = 5%	B = 0%	C = -15%	D = -3%	E = -12%	F = .	G = 3.8%	H = .	I = .

Molecule: COc1ccc(NS(=O)(=O)c2cccc(C(=O)NNC(=O)c3ccc(C)o3)c2)cc1
  A = -1%	B = 1%	C = -2%	D = 0%	E = -8%	F = -2%	G = -0.9%	H = -0.6	I = i

Molecule: O=C(COc1ccccc1N1C(=O)c2ccccc2C1=O)c1ccc(Cl)cc1
  A = -19%	B = -17%	C = 14%	D = -5%	E = 11%	F = 1%	G = 0.5%	H = 0.8	I = i

Molecule: Cc1nc2ccc(NC(=O)Cc3ccccc3F)cc2s1
  A = -12%	B = -14%	C = ?	D = 2%	E = ?	F = -4%	G = 0.3%	H = -1.0	I = i

Molecule: COc1ccc(NC(=O)c2cccnc2N2CCCC2)cc1
  A = 26%	B = -16%	C = -9%	D = -1%	E = ?	F = -1%	G = -0.4%	H = -0.8	I = i

Molecule: CSCC[C@H](NC(=O)COc1cc2c(c3oc(=O)c(C)c(C)c13)CCC(C)(C)O2)C(=O)O
  A = -9%	B = -18%	C = -9%	D = 5%	E = -2%	F = -9%	G = -0.1%	H = -2.6	I = i

Molecule: COCCCNC(=S)NNC(=O)c1ccoc1C
  A = -7%	B = 1%	C = -7%	D = -3%	E = 3%	F = 0%	G = 0.2%	H = -1.2	I = i

Molecule: CC(=O)N1c2ccc(S(=O)(=O)N3CCC(C(=O)N4CCN(c5cc(Cl)ccc5C)CC4)CC3)cc2CC1C (stereo not drawn)
  A = -17%	B = -11%	C = 3%	D = 4%	E = ?	F = 3%	G = -0.1%	H = 0.5	I = i

Molecule: CC(=O)N1N=C2c3ccccc3CCC2C1c1cccs1 (stereo not drawn)
  A = ?	B = -28%	C = 10%	D = -3%	E = 0%	F = 0%	G = 2.9%	H = 0.5	I = i

Molecule: O=C1Nc2ccccc2C1=Nc1ccc2[nH]c3ccccc3c2c1
  A = -11%	B = -8%	C = 13%	D = -4%	E = -9%	F = .	G = 23%	H = 4.1	I = i

Molecule: CN(C)c1cc2c(c(N(C)C)c1)C(=O)c1ccccc1C2=O
  A = -5%	B = -28%	C = -20%	D = ?	E = ?	F = -7%	G = 2.6%	H = -2.2	I = i

Molecule: CC(C(=O)N1CCOCC1)N1c2cccc3cccc(c23)S1(=O)=O (stereo not drawn)
  A = 1%	B = 3%	C = ?	D = -3%	E = 1%	F = -2%	G = -0.8%	H = 0.1	I = i

Molecule: Brc1ccc(-c2cn3c(n2)CCc2ccc4cccnc4c2-3)cc1
  A = 0%	B = -32%	C = -8%	D = 1%	E = 18%	F = ?	G = 4.3%	H = 0.1	I = i

Molecule: CN(C(=O)c1cccs1)C1(C)CCS(=O)(=O)C1 (stereo not drawn)
  A = 3%	B = 7%	C = 13%	D = 3%	E = 1%	F = -6%	G = 0.4%	H = -2.7	I = i

Molecule: C/C(CC(=O)Nc1ccc(Cl)c(C(F)(F)F)c1)=N\NC(=O)c1ccccc1O
  A = 16µM*	B = -68%	C = 2%	D = ?	E = 23µM*	F = -1%	G = 8.5%	H = 1.9	I = i

Molecule: CCN1CCN(CCCNC(=O)CNC(=O)c2nn(-c3ccc(OC)cc3)c(=O)c3ccccc23)CC1
  A = -9%	B = -1%	C = 10%	D = 0%	E = 12%	F = -2%	G = 0.6%	H = -1.4	I = i

Molecule: CCc1ccc(N(CC(=O)NC2CCCC2)C(=O)CCC(=O)Nc2cc(C)on2)cc1
  A = -3%	B = 4%	C = 8%	D = -3%	E = -9%	F = 1%	G = 0.4%	H = -0.5	I = i

Record cards (already shown). Order of screens: TGFb inhibitor | HepG2 tox | Abeta yeast res | A549 tox | Nrf2 block | Mm-Cpn inhibitor | Nrf2 ARE act | CCT chaperon mod | Akt phos inh
`Cc1ccc(Nc2ncccc2C(N)=O)cc1` as listed: -2% | -20% | 4% | 1% | ? | 1% | 6.7% | -2.3 | i
`CC(=O)N1N=C2c3ccccc3CCC2C1c1cccs1` (stereo not drawn) as listed: ? | -28% | 10% | -3% | 0% | 0% | 2.9% | 0.5 | i

Carrying on:
Codes: A = TGFb inhibitor; B = HepG2 tox; C = Abeta yeast res; D = A549 tox; E = Nrf2 block; F = Mm-Cpn inhibitor; G = Nrf2 ARE act; H = CCT chaperon mod; I = Akt phos inh
Molecule: COC(=O)C1(C)CN(S(=O)(=O)c2ccc(C)cc2)c2cc(OC)ccc2C1=O (stereo not drawn)
  A = 1%	B = -28%	C = 4%	D = 1%	E = 2%	F = -2%	G = 7.0%	H = -0.9	I = i

Molecule: O=C(C[n+]1cccc(C(=O)N/N=C/c2cccc([N+](=O)[O-])c2)c1)c1ccccc1
  A = -5%	B = 0%	C = 16%	D = -3%	E = 0%	F = -2%	G = ?	H = -0.1	I = i

Molecule: CCCCS(=O)(=O)Nc1ccc(C)cn1
  A = ?	B = -47%	C = -1%	D = -8%	E = 20%	F = -3%	G = 0.6%	H = 1.4	I = i

Molecule: COC(=O)C(O)(CC(=O)Nc1ccc(OC(F)(F)F)cc1)C(F)(F)F (stereo not drawn)
  A = 1%	B = 2%	C = 13%	D = -2%	E = -1%	F = 0%	G = 0.4%	H = -2.3	I = i

Molecule: Cc1cc(Nc2ccccc2)n(-c2ccc(C(=O)O)cc2)n1
  A = -20%	B = -2%	C = 1%	D = 2%	E = -12%	F = 3%	G = -0.1%	H = -1.1	I = i

Molecule: COc1ccc(Cl)cc1NC(=O)CN(C)CC(=O)Nc1ccc(S(N)(=O)=O)cc1
  A = 27%	B = -4%	C = -9%	D = -5%	E = 1%	F = 0%	G = 0.2%	H = -0.8	I = i

Molecule: CCN(CC)CCNC(=O)c1ccc(NC(=O)CC(NC(=O)c2ccccc2Cl)c2ccccc2)cc1 (stereo not drawn)
  A = 6%	B = -6%	C = -6%	D = -2%	E = 16%	F = 0%	G = 0.4%	H = -2.2	I = i

Molecule: CC(C)C[C@@H](NC(=O)C1CCC(CNC(=O)[C@H](Cc2ccccc2)NC(=O)OC(C)(C)C)CC1)C(=O)O (stereo partly drawn)
  A = 0%	B = 2%	C = 10%	D = 0%	E = 1%	F = 1%	G = 3.3%	H = -1.6	I = i

Molecule: CCSc1nnc(NC(=O)CSc2ncccn2)s1
  A = ?	B = -3%	C = 15%	D = 0%	E = 0%	F = 2%	G = -1.3%	H = 1.2	I = i

Molecule: CC1CCCC(NC(=O)CSc2nnnn2C)C1C (stereo not drawn)
  A = -3%	B = -1%	C = 22%	D = -6%	E = 10%	F = 4%	G = -0.5%	H = 0.8	I = i

Molecule: Cc1cc(C)c(S(=O)(=O)N2CCOC2CNC(=O)C(=O)NCCCN2CCCC2=O)c(C)c1 (stereo not drawn)
  A = 3%	B = -7%	C = 0%	D = -13%	E = -24%	F = 2%	G = -0.5%	H = 0.0	I = i

Molecule: CCCCCc1ccc(-c2ccc(C(=O)O)cc2)nc1
  A = -3%	B = -15%	C = 4%	D = 12%	E = ?	F = 2%	G = -1.6%	H = -1.5	I = i

Molecule: Cc1cc(=O)[nH]c(SCC(=O)Nc2ccc(S(N)(=O)=O)cc2)n1
  A = 0%	B = 0%	C = 5%	D = -10%	E = 1%	F = 0%	G = -0.2%[9.22 µM]	H = 0.9	I = i

Molecule: CCc1ccc(S(=O)(=O)NCc2cn3c(C)csc3n2)s1
  A = 1%	B = -17%	C = 2%	D = 1%	E = -1%	F = 1%	G = 0.2%	H = 0.4	I = i

Molecule: O=C(NCc1ccco1)C(c1ccco1)N(C(=O)Cn1nnc2ccccc21)c1ccc2c(c1)CCC2 (stereo not drawn)
  A = -1%	B = -6%	C = 32%	D = -4%	E = .	F = .	G = 0.6%	H = -2.0	I = i
